S1P3 antag: S1P3 receptor antagonists, primary screen, cell-based; 170,000 tested, 0.27% active; Sphingosine 1-phosphate receptor 3 (Homo sapiens), Q99500; CHO S1P3 NFAT-BLA reporter, FRET fluorescence, antagonist mode; inhibition, % at 4.98 µM;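 active = inhibition above the plate cutoff, the mean inhibition of test wells on that plate plus 3 SD, cut at about 28% in these data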;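 also: cells challenged with S1P at its EC80 of 0.8 µM; blue over green emission ratio from cleaved BLA substrate after 4 h stimulation; 0% = S1P-stimulated wells and 100% = unstimulated DMSO-only wells; some compounds past the cut are filed as inactive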
Target sequence (Q99500 whole entry, looked up): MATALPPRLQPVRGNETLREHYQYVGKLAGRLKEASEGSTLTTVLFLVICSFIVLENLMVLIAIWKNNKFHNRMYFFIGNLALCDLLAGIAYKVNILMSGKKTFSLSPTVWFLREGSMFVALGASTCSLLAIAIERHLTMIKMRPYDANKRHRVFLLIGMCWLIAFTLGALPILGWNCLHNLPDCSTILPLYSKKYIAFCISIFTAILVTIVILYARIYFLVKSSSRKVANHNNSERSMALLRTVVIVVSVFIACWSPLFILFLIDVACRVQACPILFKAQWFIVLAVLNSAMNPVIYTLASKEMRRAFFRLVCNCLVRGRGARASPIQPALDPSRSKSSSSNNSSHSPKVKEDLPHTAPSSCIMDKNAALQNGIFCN
PMI act: activators of human PMI, primary screen, biochemical, fluorescence intensity, near-Km mannose 6-phosphate | Mannose-6-phosphate isomerase (Homo sapiens), P34949 | purified human PMI, coupled resazurin fluorescence, 20 min; active compounds read high; 1 = vehicle control, 0 substrate-free wells | activation factor at 20 µM | 190,000 tested, 0.005% active | AID 1214, 2008;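 active = activation factor of 2 or more at 20 µM, relative to plate controls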
Target sequence (P34949 whole entry, looked up): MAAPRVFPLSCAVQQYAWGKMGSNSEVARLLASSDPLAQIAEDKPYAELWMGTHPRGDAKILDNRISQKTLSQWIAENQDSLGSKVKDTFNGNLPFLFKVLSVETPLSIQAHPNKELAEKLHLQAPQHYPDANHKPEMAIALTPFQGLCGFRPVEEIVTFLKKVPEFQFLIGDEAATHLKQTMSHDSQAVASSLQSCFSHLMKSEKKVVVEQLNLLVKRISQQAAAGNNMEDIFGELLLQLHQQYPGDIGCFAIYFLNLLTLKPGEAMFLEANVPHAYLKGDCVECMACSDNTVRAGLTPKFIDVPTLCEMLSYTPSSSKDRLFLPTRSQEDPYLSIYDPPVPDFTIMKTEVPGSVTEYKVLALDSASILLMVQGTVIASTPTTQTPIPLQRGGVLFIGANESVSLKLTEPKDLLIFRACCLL
TLR4 MyD88 comp: inhibitors of TLR4-MyD88 association in cells, primary screen, cell-based, HeLa CL3-4, BLA complementation, FRET ratio. inhibition, % at 8.4 µM. HeLa CL3-4 TLR4/MyD88 BLA complementation. 200,000 tested, 0.18% active; in the data active = inhibition above about 25%;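 also: 0% = vehicle and 100% = reference inhibitor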
Diaph inh CS: diaphorase inhibitors and chemical oxidizers, primary screen, counter-screen for diaphorase-coupled primary assays, biochemical, uHTS, resorufin fluorescence; diaphorase resazurin-to-resorufin fluorescence, NADH, 16 min; bacterial (C. kluyveri) enzyme, not human; AID 1217, 2008; inhibition, % at 20 µM; 190,000 tested, 0.69% active;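 active = primary screen inhibition at 20 µM above a set limit, cut at about 50% in these data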;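 also: plate controls were DMSO with full reaction for no effect and wells lacking NADH for full effect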
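material = Clostridium kluyveri diaphorase enzyme | amount = 0.14 U/mL diaphorase, enzyme working solution | schedule = incubation 16 min, room temperature | detection = fluorescence of resorufin formed from resazurin, Ex 544/Em 590 nm | benchmarks = positive control minus NADH, DMSO neutral control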
Diaph act CS: compounds boosting diaphorase resazurin reduction – biochemical, uHTS, resorufin fluorescence, counter-screen for diaphorase-coupled primary assays, primary screen; activation factor at 20 µM; AID 1229, 2008; 190,000 tested, 0.005% active; Diaphorase/resazurin coupled assay, 16 min; active compounds read high; 1 = vehicle wells, 0 = NADH-free wells;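 active = diaphorase activity raised at least twofold by the compound at 20 µM; inactive = activation factor below 2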
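Material: purified diaphorase enzyme from Clostridium kluyveri / Medium: HEPES pH 7.4 buffer with MgCl2 and Tween 20 / Schedule: enzyme reaction of 16 min at room temperature / Measured by: resorufin fluorescence, excitation 544 nm, emission 590 nm / Evaluation: rise in resorufin formation, marking diaphorase activation or chemical reduction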
DTT redox prof: compounds producing H2O2 with reducing agent – biochemical, NIH compound library profiling, artefact control for MLSCN library redox annotation, primary screen; DTT-dependent redox cycling H2O2, phenol red/HRP absorbance; 100% = 100 µM peroxide control, 0% = buffer; activation, % at 10 µM; 200,000 tested, 0.03% active;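 active = activation of at least 50% relative to the plate's high and low controls in the primary single-dose screen; inactive = activation below 50%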;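 also: compound incubated with DTT at 0.8 mM final as the reducing agent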
G6PDH CS: L. mesenteroides G6PDH inhibitors, counter-screen for G6PDH-coupled screening assays, biochemical, Leuconostoc mesenteroides enzyme | glucose-6-phosphate dehydrogenase [Leuconostoc mesenteroides] | Purified L. mesenteroides G6PDH, diaphorase/resazurin coupled fluorescence, 45 min | inhibition, % at 5 µM | 200,000 tested, 0.12% active | AID 1020, 2008
Lmaj promast: Leishmania major promastigote growth inhibition, primary screen. Leishmania major promastigotes, resazurin fluorescence viability. 200,000 tested, 9% active. inhibition, % at 10 µM;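 also: promastigotes grown with compound for 44 hours at 28 °C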
RAM inhibit: inhibitors of the yeast RAM network, primary screen, dse1pr::URA3 reporter, 5-FOA selection; S. cerevisiae dse1pr::URA3 reporter, 5-FOA growth OD615, 2 d; analog-sensitive cbk1-as2 kinase mutant strain; inhibition, % at 50 µM; 190,000 tested, 1.8% active; AID 868, 2007;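 active = inhibition above a set limit, 3 SD over mean compound inhibition, cut at about 8.4% in these data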;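 also: 0% = DMSO-only wells with no growth and 100% = 10 µM 1-NA-PP1 full growth; inhibition rescues growth on 5-FOA so higher OD means more RAM inhibition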
PMI act satM6P: human PMI activators, high substrate, primary screen, biochemical, fluorescence intensity, near-saturating mannose 6-phosphate. coupled PMI enzyme assay, resazurin fluorescence, 20 min; active compounds read high; 1 = untreated enzyme, 0 = substrate-free blank. 190,000 tested, 0.34% active. Mannose-6-phosphate isomerase (Homo sapiens), P34949. activation factor at 20 µM;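 active = activation factor of 2 or more at 20 µM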
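Test system: human phosphomannose isomerase with PGI, G6PDH, diaphorase coupling enzymes; Amount: PMI at 15 ng/mL final; Reagent: Mannose-6-phosphate 1.0 mM (near-saturating) plus 0.22 mM NADP+; Timing: 20 min, room temperature; Technique: resorufin fluorescence at Ex 544/Em 590 nm; Dosing: 20 µM single dose.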
Hsp70 activator: Hsp70 transcriptional activators, primary screen, cell-based, HeLa, Hsp70 promoter luciferase, luminescence, 10 µM; HeLa Hsp70 promoter luciferase reporter; scaled: vehicle 0, proteasome-inhibitor control 100%; 200,000 tested, 0.04% active; activation, % at 10 µM;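 active = activation above the mean across all tested compounds plus 3 SD, cutoff set per campaign, cut at about 5.5% in these data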;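 also: 100% = MG132 at 30 µM as the positive control and 0% = DMSO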
Numbers without * were called inactive; / = not tested or not shown. Rule as the data show it, unless noted: active = inhibition above about 50%; inactive = the rest.

SMILES	S1P3 antag	PMI act	TLR4 MyD88 comp	Diaph inh CS	Diaph act CS	DTT redox prof	G6PDH CS	Lmaj promast	RAM inhibit	PMI act satM6P	Hsp70 activator
Cc1cnc(NC(=O)CN(C)S(=O)(=O)c2ccc(Cl)cc2)s1	18	1	7	-6	1.1	0.3	3	-9	4.8	1	-0.2
CSc1ncccc1C(=O)Nc1nc2ccc(Oc3ccccc3)cc2s1	-5	0.9	4	17	0.8	-0.1	5	0	1.1	1	-0.4
COc1ccc(C(C(=O)NC2CCCCC2)N(C(=O)CCl)c2ccc(Cl)cc2)cc1 (stereo unspecified)	-8	1.1	-8	0	1	0.2	-6	100*	1.6	1.2	-0.4
COc1cc2c(cc1OC)CN(Cc1nc3ccsc3c(=O)[nH]1)CC2	2	0.9	-3	0	1	2.0	4	-2	0.2	1	-0.6
Cc1cccc(NCc2ccccc2O)c1	-29	0.8	-8	14	0.9	2.1	1	-2	0.1	0.9	-0.3
CC(=O)Nc1c(C(=O)O)oc2ccc(Cl)cc12	0	1	-4	17	0.8	-1.1	-2	-6	1.9	1	0.4
COc1ccc2c(=O)cc(C(F)(F)C(F)(F)F)oc2c1	-2	1	-7	6	0.9	-1.1	14	-8	0.7	1	-0.5
COc1ccc(C(C(C(=O)c2cccs2)N2CCOCC2)N2CCOCC2)cc1OC (stereo unspecified)	-32	0.9	-8	18	0.8	2.2	-3	15	-1.8	1	-0.2
Cc1cccc(N2CCN(C(=O)C3CCN(c4nnc(-n5cccc5)s4)CC3)CC2C)c1 (stereo unspecified)	7	0.9	1	7	0.9	-2.0	-62	5	2.1	0.9	-0.2
Cc1ccc(S(=O)(=O)N2CCCC(C(=O)NCc3cccnc3)C2)cc1Cl (stereo unspecified)	-42	0.9	-9	7	0.9	0.5	2	6	-0.3	1	-0.2
Cc1onc(-c2ccccc2Cl)c1C(=O)OCC(=O)Nc1cccc(S(=O)(=O)N2CCOCC2)c1	-11	0.9	6	7	0.9	-0.4	3	64*	4.9	0.9	0.1
N#Cc1nc(COc2ccccc2)oc1N1CCC(Cc2ccccc2)CC1	31	0.9	2	12	0.9	-0.7	-2	4	11*	0.9	-0.5
Cc1nn(CCc2nn[nH]n2)c2nc(-c3ccc(C4CCCCC4)cc3)cc(C(F)(F)F)c12	-1	1.1	-8	22	0.8	-1.5	9	-4	15*	1	-0.3
COc1ccc2c(c1OC)C(=O)N1C(C(=O)O)Cc3c([nH]c4ccccc34)C21 (stereo unspecified)	4	1.3	15	18	0.8	-0.5	6	1	0.1	1.2	0.6
COc1ccc(N(C)C(=O)Cc2c(C(=O)O)[nH]c3ccccc23)c(OC)c1	-10	1.2	4	4	1	0.2	9	-8	0.4	1.1	-0.1
O=C(Cc1ccccc1[N+](=O)[O-])NC1CC1	4	1	-17	7	0.9	-0.9	5	-4	0.4	0.9	-0.1
COc1cc(/C=C(\NC(C)=O)C(=O)NC(C)(C)C)ccc1OC(C)=O	-13	0.8	-2	12	0.9	0.1	4	-5	1.1	0.9	-0.2
O=C(O)c1cccc(S(=O)(=O)Nc2ccc3c(c2)OCO3)c1	-32	0.9	14	28	0.7	-0.2	-2	-2	0.0	0.6	-0.2
CCCC(CCC(=O)Nc1nccs1)C(=O)O (stereo unspecified)	-20	1	-7	3	1	-0.6	0	-4	1.1	1	-0.3
CCOc1cnc(-c2c(-c3c(F)cccc3Cl)noc2C)o1	-5	0.9	-12	1	1	0.0	5	1	0.8	0.9	-0.2
Cc1ccc(C)c(NC(=O)c2cc3c([nH]c4ccccc43)c(C)n2)c1	/	1	12	-12	1.1	-7.7	1	6	2.1	1.1	-0.1
CCOC(=O)COc1cc(Br)c(C2NC(=O)NC(C)=C2C(C)=O)cc1OCC (stereo unspecified)	/	1	-11	6	0.9	-0.2	-4	1	0.3	1	-0.3
O=S1(=O)CC=C(CSC(=S)NC2CCS(=O)(=O)C2)C1 (stereo unspecified)	21	1	3	4	1	0.5	9	76*	1.0	1.1	0.1
O=c1cc(CO)oc(C(Nc2ccccn2)c2ccsc2)c1O (stereo unspecified)	-17	1.1	9	-2	1	-0.3	15	-1	-0.1	0.7	0.3
Cc1ccc(C2=NN=C(NC(=O)C(F)(F)F)SC2)cc1	-4	0.4	8	14	0.9	-1.6	12	10	-0.1	0.8	-0.3

Looked up above.
O=C(O)c1cccc(S(=O)(=O)Nc2ccc3c(c2)OCO3)c1 in RAM inhibit = 0.0
Cc1cnc(NC(=O)CN(C)S(=O)(=O)c2ccc(Cl)cc2)s1 in PMI act = 1
COc1ccc(C(C(C(=O)c2cccs2)N2CCOCC2)N2CCOCC2)cc1OC (stereo unspecified) in RAM inhibit = -1.8
Cc1ccc(C)c(NC(=O)c2cc3c([nH]c4ccccc43)c(C)n2)c1 in Diaph act CS = 1.1

Limited to PMI act satM6P, for some of the entries so far:
structure	PMI act satM6P
O=S1(=O)CC=C(CSC(=S)NC2CCS(=O)(=O)C2)C1 (stereo unspecified)	1.1
O=c1cc(CO)oc(C(Nc2ccccn2)c2ccsc2)c1O (stereo unspecified)	0.7

Next entries
SMILES	S1P3 antag	PMI act	TLR4 MyD88 comp	Diaph inh CS	Diaph act CS	DTT redox prof	G6PDH CS	Lmaj promast	RAM inhibit	PMI act satM6P	Hsp70 activator
Cc1ccc2c(SCC(=O)NCc3ccco3)nc(-c3ccc(F)cc3)nc2c1	-6	1.1	-5	9	0.9	1.6	4	19	2.3	1	-0.1
CCC1CN(C(=O)Nc2cccc(C)c2)c2cc(C)ccc2O1 (stereo unspecified)	10	1	10	13	0.9	0.2	0	6	4.7	1	-0.4
Cc1[nH]c(=O)[nH]c(=O)c1S(=O)(=O)N1c2ccc(F)cc2CCC1C (stereo unspecified)	13	1	-5	-6	1.1	0.3	-9	-9	1.1	1	-0.6
O=C(c1oc(=O)c2ccccc2c1-c1ccccc1)N1CCC(O)CC1	-41	1	-12	0	1	-0.7	1	-5	0.7	1.1	-0.4
O=C(NCCc1ccccc1)c1c(F)c(F)c(F)c(F)c1F	-1	1	2	16	0.8	0.1	2	-6	0.5	1	-0.3
COc1ccc(N=c2cc(-c3ccc(OC)cc3)oc3ccccc23)cc1	-7	0.8	-11	13	0.9	0.9	-24	42	2.1	0.9	-0.3
Cc1ccc(C)c(NS(=O)(=O)c2ccc(OCC(=O)NCc3ccco3)cc2)c1	-4	1	26*	11	0.9	0.8	-4	22	3.9	1.1	-0.5
O=c1c2ccccc2nc(SCc2ccc([N+](=O)[O-])cc2)n1-c1ccc(Cl)cc1	-1	0.9	9	-4	1	1.8	12	1	2.5	1	-0.3
O=C(O)CN1CCN(Cc2ccccc2F)C1=O	-25	1.1	1	16	0.8	-0.8	4	-8	-0.2	1	-0.4
Cc1ccc(NC(=O)NCC2CCN(Cc3cc(C)ccc3Cl)CC2)c(C)c1	5	1	-4	-2	1	1.1	-4	25	0.0	1	-0.1
Cc1ccnc(NC(=O)Nc2ccc(Br)cc2Cl)c1	-4	1	5	-14	1.1	-0.4	2	4	1.2	1.1	0.8
Cc1cc(C(=O)NC(C)C2CCCO2)cs1 (stereo unspecified)	7	1	-8	5	1	-0.1	-2	-6	0.9	1	-0.3
CN(C)C(=O)c1ccc(-n2nc(C(F)(F)F)c3c2CCCC3)cc1	/	0.9	5	6	0.9	2.7	2	-2	0.8	0.9	0.4
COc1ccccc1CN1CC(C(=O)NC2CCCCC2)CC1=O (stereo unspecified)	-17	1	-16	12	0.9	0.2	4	-7	2.6	0.9	-0.2
Cc1sc2nc3c(C(=O)N4CCN(c5ccccn5)CC4)cccn3c(=O)c2c1C	/	1	18	19	0.8	-1.5	3	-3	0.6	0.9	0.1
CC(C)=CC(=O)Nc1c(C)cc(C)cc1Cl	-14	1	-10	0	1	-1.3	6	-5	0.3	1	0.3
CC(=O)c1sc(NC(=O)c2cc3c(C)nn(-c4ccccc4)c3s2)nc1C	/	0.9	-14	10	0.9	1.9	3	-1	1.5	0.8	1.0
O=C(CNCC1CCCO1)Nc1ccc([N+](=O)[O-])cc1C(=O)Nc1ccccc1F (stereo unspecified)	1	1	-2	2	1	-1.9	5	2	-1.4	1	-0.3
Cc1ccc(/C(N)=N/OC(=O)N2CCOCC2)cc1	/	1	5	23	0.8	-4.1	7	23	3.0	0.9	-0.1
COc1ccc(Cl)cc1NC(=O)N(C)Cc1c(C)nn(C)c1C	12	1	-8	6	0.9	2.3	-19	-6	-0.3	1	-0.5
COc1ccc(C(=O)/C=C/Nc2ccc(S(=O)(=O)Nc3cccc(C(C)=O)c3)cc2)cc1	0	0.8	1	22	0.8	0.4	-23	6	4.5	0.9	0.2
Cc1ccc2nc(N3CCCCC3)c(C=O)c(=O)n2c1	-10	1	6	0	1	0.6	6	-2	1.1	1.1	-0.1
O=C1NCCCC2c3cc(O)c4ccccc4c3OC12N1CCCCC1 (stereo unspecified)	-47	0.8	-8	46	0.5	0.0	56*	100*	0.3	0.5	0.0
CCC1CC(CSc2ncn[nH]2)OC1=O (stereo unspecified)	/	1.1	1	7	0.9	1.8	9	-8	0.3	1	-0.1
O=C(Cn1nnc(-c2ccccc2NC(=O)c2ccccc2F)n1)NCc1ccco1	/	1	10	-7	1.1	-0.4	6	-3	2.6	1.1	-0.3
CCN(CC)c1ccc(C(=O)Nc2ccccc2)cc1[N+](=O)[O-]	8	0.8	-2	20	0.8	-0.6	7	16	4.8	0.8	0.1

Screens: PubChem, several laboratories
